TDP2 absorb = human TDP2 enzyme inhibitors, primary screen, biochemical, epi absorbance, recombinant enzyme; inhibition, % at 12.8 µM; 370,000 tested, 0.34% active; Tyrosyl-DNA phosphodiesterase 2 (Homo sapiens), O95551; T5PNP hydrolysis, p-nitrophenol absorbance 415 nm;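 active = inhibition above the mean of all tested compounds plus 3 SD, set per campaign, cut at about 25% in these data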;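 note: 0% = DMSO with enzyme and 100% = buffer with substrate but no TDP2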
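Assay system: recombinant human TDP2 / Reagent: T5PNP substrate at 5 mM, a TopII-DNA adduct mimic / Measured by: epi absorbance from released p-nitrophenol / Evaluation: % inhibition relative to enzyme-containing and enzyme-free wells / Control set: enzyme-free and DMSO wells / Replicates: each compound tested once, singlicate / Schedule: enzyme reaction with compound for 2 h at 37 °C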
PLC-beta3 inh = human PLC-beta3 inhibitors, primary screen, biochemical, fluorescence. Purified PLC-beta3, fluorogenic substrate. AID 720704, 2013. 1-phosphatidylinositol 4,5-bisphosphate phosphodiesterase beta-3 (Homo sapiens), Q01970. inhibition, % at 12.2 µM. 370,000 tested, 0.18% active; in the data active = inhibition above about 11%;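 note: 0% = median of compound wells on plate and 100% = full blocker control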
Target sequence (Q01970 whole entry, looked up): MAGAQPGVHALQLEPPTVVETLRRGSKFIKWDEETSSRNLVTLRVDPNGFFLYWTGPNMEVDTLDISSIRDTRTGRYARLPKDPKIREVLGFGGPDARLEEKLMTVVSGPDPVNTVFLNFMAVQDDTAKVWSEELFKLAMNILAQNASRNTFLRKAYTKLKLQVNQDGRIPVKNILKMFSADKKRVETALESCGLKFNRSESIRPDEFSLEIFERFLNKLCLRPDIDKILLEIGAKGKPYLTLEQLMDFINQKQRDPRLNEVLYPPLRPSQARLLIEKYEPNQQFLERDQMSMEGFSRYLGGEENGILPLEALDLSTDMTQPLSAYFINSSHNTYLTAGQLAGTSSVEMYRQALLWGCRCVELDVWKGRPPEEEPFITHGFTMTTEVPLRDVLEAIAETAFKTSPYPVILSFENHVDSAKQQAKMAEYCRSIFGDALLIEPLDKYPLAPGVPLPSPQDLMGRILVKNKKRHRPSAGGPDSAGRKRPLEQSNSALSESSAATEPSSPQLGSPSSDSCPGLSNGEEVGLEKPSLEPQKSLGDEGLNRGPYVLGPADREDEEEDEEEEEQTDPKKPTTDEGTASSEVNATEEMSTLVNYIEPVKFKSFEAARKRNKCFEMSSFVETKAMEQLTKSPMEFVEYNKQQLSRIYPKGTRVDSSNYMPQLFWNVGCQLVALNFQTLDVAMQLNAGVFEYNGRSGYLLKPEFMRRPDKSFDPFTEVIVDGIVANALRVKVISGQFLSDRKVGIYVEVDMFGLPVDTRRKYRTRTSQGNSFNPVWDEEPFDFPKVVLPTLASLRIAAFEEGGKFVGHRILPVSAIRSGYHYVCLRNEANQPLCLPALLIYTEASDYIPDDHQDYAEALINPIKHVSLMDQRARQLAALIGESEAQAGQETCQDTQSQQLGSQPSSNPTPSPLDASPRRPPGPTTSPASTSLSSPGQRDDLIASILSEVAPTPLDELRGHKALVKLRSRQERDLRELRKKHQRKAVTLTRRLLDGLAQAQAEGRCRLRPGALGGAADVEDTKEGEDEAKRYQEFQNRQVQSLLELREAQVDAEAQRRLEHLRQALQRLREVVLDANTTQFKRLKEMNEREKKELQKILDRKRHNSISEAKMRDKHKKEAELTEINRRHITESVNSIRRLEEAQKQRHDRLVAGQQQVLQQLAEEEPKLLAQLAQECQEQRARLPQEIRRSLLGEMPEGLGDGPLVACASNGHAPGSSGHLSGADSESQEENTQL
Tn7 DDE FP = inhibitors of Tn7 peptide binding to fibrin DD(E), primary screen, biochemical, fluorescence polarization, human fibrin, Tn7 probe. Fibrinogen beta chain (Homo sapiens), P02675. inhibition, % at 8.3 µM. FP displacement of FITC-Tn7 peptide from fibrin DD(E); 0% = median of compound wells per plate. 370,000 tested, 0.13% active. AID 720508, 2013;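 active = inhibition above the mean of compounds falling within the control limits plus 3 SD of them, cut at about 14% in these data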;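 note: 0% = plate median of compound wells and 100% = 10 µM Aha-Tn7 peptide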
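system = human fibrin DD(E) protein | quantity = DD(E) 2 µM final | medium = Tris/NaCl/CaCl2 buffer, pH 7.8 | also added = labelled Tn7 tracer, 0.1 µM | compound dosing = single point at 8.3 µM | timing = compound with protein 10 min, then 3 h after probe, room temperature | signal = FP measurement | benchmarks = Aha-Tn7 high control | repeats = one replicate per compound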
ADAM17 inh = ADAM17 inhibitors, primary screen, biochemical, QFRET | Disintegrin and metalloproteinase domain-containing protein 17 (Homo sapiens), P78536 | recombinant ADAM17, EDANS/DABCYL FRET peptide cleavage | inhibition, % at 6.95 µM | 370,000 tested, 0.83% active | AID 720648, 2013;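 active = inhibition above the mean of compounds lying between control limits plus 3 SD, set per campaign, cut at about 8.5% in these data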;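 note: 0% = DMSO-only wells as the low control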
ASAP1 GAP inh = inhibitors of human ASAP1 ArfGAP activity, primary screen, biochemical, fluorescence polarization; Arf-GAP with SH3 domain, ANK repeat and PH domain-containing protein 1 (Homo sapiens), …; ASAP1-stimulated ARF1 GTP hydrolysis, GDP FP detection; inhibition, % at 16.5 µM; 360,000 tested, 0.19% active; AID 624377, 2012; in the data active = inhibition above about 25%;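 note: 0% = vehicle with enzyme and substrate and 100% = no enzyme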
Tn6 DDE FP = inhibitors of Tn6 peptide binding to fibrin DD(E), primary screen, biochemical, fluorescence polarization, human fibrin, Tn6 probe; Fibrinogen beta chain (Homo sapiens), P02675; Fibrin DD(E) TRITC-Tn6 fluorescence polarization displacement; inhibition, % at 8.3 µM; 370,000 tested, 0.21% active;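 active = inhibition above a per-campaign cutoff: mean of compounds within control limits plus 3 SD, cut at about 15% in these data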;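 note: 0% = median of all compound wells on the plate and 100% = blocking peptide control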
ADAM10 inh = human ADAM10 inhibitors, primary screen, biochemical, QFRET, HTS. recombinant ADAM10, EDANS/DABCYL FRET peptide cleavage, 3 h. Disintegrin and metalloproteinase domain-containing protein 10 (Homo sapiens), O14672. inhibition, % at 7 µM. 370,000 tested, 0.62% active;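 active = inhibition above a per-campaign cutoff equal to the mean of compounds falling between control-based bounds plus 3 SD, cut at about 20% in these data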;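 note: 0% = DMSO wells while the 100% control is not disclosed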
SIAE primary = human SIAE inhibitors, primary screen, biochemical, fluorescence polarization, FP-Rh probe, 1536-well HTS | Sialate O-acetylesterase (Homo sapiens), Q9HAT2 | SIAE FP-Rh probe binding | inhibition, % at 9.66 µM | 370,000 tested, 0.69% active | AID 1053197, 2014;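 active = inhibition above a cutoff: mean of compounds within the control limits plus 3 SD of those, cut at about 17% in these data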;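 note: 0% = plate median of compound wells and 100% = probe without SIAE protein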
PLC-gamma1 inh = PLC-gamma1 enzyme inhibitors, primary screen, biochemical, fluorescence, purified enzyme; 1-phosphatidylinositol 4,5-bisphosphate phosphodiesterase gamma-1 (Homo sapiens), P19174; fluorogenic substrate; inhibition, % at 12.2 µM; 370,000 tested, 0.84% active; in the data active = inhibition above about 9.5%
ARFGAP1 inh = inhibitors of rat ARFGAP1 GAP activity, primary screen, biochemical, fluorescence polarization, GDP tracer; inhibition, % at 16.5 µM; Arfgap1-stimulated ARF1 GTP hydrolysis, GDP FP detection; 360,000 tested, 0.26% active;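 active = inhibition above a per-plate limit, mean inhibition of low control wells plus 3 SD, cut at about 25% in these data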;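 note: 0% = DMSO wells with enzyme and 100% = wells lacking Arfgap1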
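Replicates: Single well per compound | Assay system: Truncated rat Arfgap1 GAP domain | Control set: No-Arfgap1 wells (100%) versus DMSO full-reaction wells (0%) | Times: Enzyme reaction 120 min at 25 °C after 20 min preincubation | Reagent: Human ARF1(Δ1-17)-GTP substrate | Measured by: Tracer-displacement fluorescence polarization with EDTA stop, 620/688 nm | Measure: Percent inhibition of Arfgap1-stimulated GTP hydrolysis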
Numbers without * were called inactive; i = inactive; · = no result given.

TDP2 absorb	PLC-beta3 inh	Tn7 DDE FP	ADAM17 inh	ASAP1 GAP inh	Tn6 DDE FP	ADAM10 inh	SIAE primary	PLC-gamma1 inh	ARFGAP1 inh	smiles
8	-1	8	4	-8	8	2	1	-1	-2	COc1ccc(NC(=O)c2ccc(COCC(F)(F)C(F)F)cc2)cc1
-4	-10	-3	-4	2	2	-5	-2	-2	-3	COC(=O)c1sc(NC(=O)c2c(-c3ccccc3)noc2C)nc1C
1	-6	2	-7	8	-5	-16	-2	-1	1	Cc1cc(=O)[nH]c(N/N=C/c2ccc(Cl)cc2Cl)n1
6	0	3	-2	-4	-3	6	1	1	15	COc1cccc(C(=O)N(c2ccc(C)cc2)C2C=CS(=O)(=O)C2)c1 (stereo not given)
34*	i	3	-219	5	1	i	-1	i	5	Nc1ccc2nn(-c3ccc(F)cc3)nc2c1
-1	-5	-1	-2	10	-9	1	2	-5	8	COCCNC(=S)N/N=C(\C)c1ccc(-n2ccnc2)cc1
-6	1	-4	-1	4	-7	-6	-3	2	0	CCOC(=O)N1CCN(CC(O)COCC2=CCC3CC2C3(C)C)CC1 (stereo not given)
-4	-1	-5	-3	-2	-1	4	-5	3	2	COc1ccc(OC)c(N2CC(O)(c3ccccc3)[N+]3=C2SCCC3)c1 (stereo not given)
7	-1	3	-3	-5	5	-5	-4	-2	1	COCCNC(=O)c1cccc(S(=O)(=O)N2CC3(C)CC2CC(C)(C)C3)c1 (stereo not given)
3	-9	-4	-6	5	0	-5	-1	1	-2	COc1ccc(CCNC(=O)CCN2C(=O)[C@@H]3Cc4ccccc4CN3C2=O)cc1
6	2	0	-13	10	-7	-47	-7	0	9	Cc1ccc(-c2cc3nc(NCCc4ccncc4)n(C)c(=O)c3s2)cc1
10	-1	6	-8	-12	5	-8	5	-1	13	CC(C)[C@H](NC(=O)[C@H](CCCN=C(N)N)NC(=O)NC(Cc1ccccc1)C(=O)O)C(=O)NC(C=O)CCCN=C(N)N (stereo not given in full)
-3	-3	5	-1	5	4	0	0	-3	3	COc1cccc(OC)c1C(=O)NC(=S)Nc1cccc(NC(=O)c2ccco2)c1
-1	-7	7	-5	15	-9	1	0	-2	15	COc1ccc2cc(C3(C)NC(=O)N(CC(=O)NCC(F)(F)F)C3=O)ccc2c1 (stereo not given)
8	1	6	-1	1	5	-2	-2	1	-4	Cc1c(C=O)c2ccccn2c1C(=O)c1cccc([N+](=O)[O-])c1
9	-11	-2	-5	8	-7	-1	-12	0	17	CN(C)S(=O)(=O)c1ccc(NC(=O)CN2CCc3ccccc32)cc1
-3	-2	-6	-1	4	-5	4	1	-3	11	O=C(Nc1nccs1)c1ccc(COc2ccc(Cl)cc2)o1
3	6	2	-4	6	1	-17	-15	1	-12	CNC[C@H]1Oc2cc(Br)ccc2S(=O)(=O)N([C@H](C)CO)C[C@H]1C
-6	1	-4	-2	10	5	-4	1	4	1	Cc1ccc(C)c(CSc2nnc(CCN)o2)c1
16	-5	6	2	-13	-1	1	-3	-2	-10	CCOc1ccc(S(=O)(=O)N2CCCCC2)cc1NC(=O)CC1OC(=O)c2ccccc21 (stereo not given)
-1	1	-5	2	·	6	6	5	4	·	CC1(c2nnnn2Cc2ccccc2)CN(S(C)(=O)=O)CC(=O)N1Cc1cccs1 (stereo not given)
-18	2	-14	2	-7	-10	5	-8	7	2	O=C(NCc1nc(-c2ccc(Cl)cc2)no1)c1ccco1
1	4	1	-5	-3	-4	-3	-1	1	11	Cc1c(NC(=O)CN2CCN(C(c3ccccc3)c3ccccc3)CC2)c(=O)n(-c2ccccc2)n1C
-2	1	9	0	13	-1	14	-4	-3	-6	CC(=O)Oc1ccc(N(C(C)=O)S(=O)(=O)c2cc([N+](=O)[O-])ccc2C)cc1
-10	1	-6	10*	·	-6	9	-5	5	·	COc1ccc(S[C@]2(C(=O)N(C)C)CC(=O)N(C(=O)CCc3ccccc3)[C@@H]2c2ccc(OC)cc2)cc1
-10	-3	5	4	7	-1	2	-7	-5	5	CCN(CC)S(=O)(=O)c1cccc(NC(=O)COC(=O)c2cc(C)oc2C)c1
-7	-1	3	-3	2	5	4	1	-8	-5	CCOC(=O)c1cnc(SC)nc1Oc1cccc(NC(=O)c2cccc(Cl)c2Cl)c1
7	-5	4	-5	-7	4	-1	-2	2	-7	CN1CCC(N(C)C(=O)c2ccc(Cl)c(S(=O)(=O)Nc3ccc(Cl)cc3)c2)CC1
-2	-1	5	-2	6	-5	-6	-1	-1	-1	Cc1cc(C)cc(NC(=O)Cn2cnc3c(nnn3Cc3ccc(F)cc3)c2=O)c1
-3	3	9	2	-3	0	2	0	-2	-3	O=C(CN1C(=O)C2C3C=CC(C3)C2C1=O)OCC(=O)c1ccccc1 (stereo not given)
-9	-17	-3	-1	3	2	-5	-8	-5	9	COc1ccc2sc(-c3ccccc3OC)c(C#CCCO)c2c1
8	-1	6	-1	-8	-9	-2	3	2	-11	Cc1cccc(C)c1Nc1nnc(SCC(=O)NCCCN2CCCC2=O)s1
4	3	-1	-2	-8	5	1	-1	1	3	CN(CC(=O)NCc1ccc(Cl)cc1)S(=O)(=O)c1cccc2nsnc12
3	0	-2	-3	6	-4	-2	2	1	-1	CC(C)(C)OC(=O)NCCCCCNC(=O)c1[nH]cnc1C(=O)Nc1ccon1
0	-28	1	4	-12	5	15	4	-16	0	COc1ccccc1NC(=O)N1CCc2[nH]c3ccc(F)cc3c2C1
-10	7	6	5	-5	-12	9	4	2	0	CCOC(=O)NC(Nc1cc(C)on1)(C(F)(F)F)C(F)(F)F
2	-4	0	-7	0	4	-3	-1	1	9	COc1ccc(S(=O)(=O)NCCC(=O)NCc2ccc(F)cc2)cc1
-21	2	0	-5	-9	-6	2	-2	5	-15	NS(=O)(=O)c1ccc(CNC(=O)C2CCCN2C(=O)c2cccs2)cc1 (stereo not given)
2	-9	-8	-1	11	7	0	7	2	13	COc1ccc(/C=N/NC(=O)c2cccc(S(=O)(=O)N3CCCC3)c2)cc1O
-7	-7	0	0	-6	0	6	-5	-1	-1	CCN(CC)C(=O)Cn1cc(C(=O)C(=O)N2CCN(Cc3ccc4c(c3)OCO4)CC2)c2ccccc21
-7	-13	-1	-2	9	-5	6	-1	-10	3	CCOc1ccc(-c2nnc3ccc(SCC(=O)Nc4cc(C)on4)nn23)cc1
-1	-35	-4	-5	20	-7	-29	-2	-31	21	CCN1CCN(c2ccc(S(=O)(=O)N3CCOCC3)cc2NC(=O)/C=C/c2ccc(OC)c(OC)c2)CC1
-18	i	-9	i	8	-3	i	-2	i	7	CC(C#N)(NC(=O)COC(=O)c1ccccc1NCCO)C1CC1 (stereo not given)
8	-1	0	0	·	0	0	-1	3	·	CCOC(=O)C(Cc1ccccc1)CP(=O)(OC)[C@@H](C)NC(=O)OCc1ccccc1 (stereo not given in full)
-3	-3	1	-4	-1	-9	6	-9	2	25*	CCS(=O)(=O)C(=C1NCCO1)S(=O)(=O)CC
4	3	-6	-6	6	-1	-2	15	3	3	Cc1c(NC(C)C)c(=O)n(-c2ccccc2)n1C
2	-8	4	3	1	1	1	-1	-4	17	O=C(NCCc1ccc(F)cc1)Nc1ccccc1Cl
-7	-9	3	-2	-10	3	-7	3	-4	-12	CS(=O)(=O)c1ccccc1-c1nnc(NC(=O)c2ccco2)o1
3	-13	-7	-3	0	1	-3	-2	-10	2	COc1ccc(OC)c(NC(=O)c2cc3ccccc3o2)c1
9	-5	3	-5	-11	2	-1	-4	-1	-3	COc1ccc(OC)c(S(=O)(=O)N2CCN(CC(O)COc3ccc(C#N)cc3)CC2)c1 (stereo not given)
0	-5	-2	-4	13	6	-15	5	-4	6	NNC(=O)c1ccccc1-n1cccc1
-3	2	6	0	5	5	3	-4	2	-1	O=C(NCCc1ccccc1)c1noc2c1CCCCC2
-9	1	-1	2	2	2	-9	0	-3	-9	N#Cc1ccc(OCC(O)CS(=O)(=O)c2ccc(F)cc2)cc1 (stereo not given)
4	1	4	0	5	-5	13	0	6	1	O=C1c2ccccc2C(=O)N1CC(O)CN1CCOCC1 (stereo not given)
5	1	-6	-3	-9	-4	4	1	3	-9	CC(C)c1ccc2c(c1)c(SC(C)(C)C)c(CC(C)(C)C(=O)O)n2Cc1ccc(Cl)cc1
3	-3	-1	-3	8	0	4	4	-2	12	Cc1ccc(S(=O)(=O)N/N=C/c2ccc(OCC(=O)NC(C)C)cc2)cc1
-17	5	-11	17*	1	-9	17	5	10*	-5	COC(=O)[C@]12C[C@H](CC(=O)NCCCCc3ccccc3)C(=O)N(Cc3ccccc3)C1=C[C@H](C(C)C)O[C@@H]2C1CC1
2	-2	4	1	4	0	6	-5	2	0	FC(F)(F)c1nc(NCC2CCCO2)c2nnn(Cc3ccccc3Cl)c2n1 (stereo not given)
3	0	1	-3	8	10	4	4	-3	11	CC(=O)c1cccc(Nc2nc(-c3cccc([N+](=O)[O-])c3)cs2)c1
7	2	0	-2	-3	6	-3	-3	-1	4	Cc1ccc(Cl)c(NC(=S)N(CCCN2CCOCC2)Cc2ccco2)c1
-1	-3	-4	0	-5	7	3	6	0	7	Cc1ccc(NC(=O)C2CCCN(S(=O)(=O)c3c(C)noc3C)C2)c(C)c1 (stereo not given)

Compound activity (PubChem)
